# Compound activity from PubChem.
# Anesthetic bind: binds horse apoferritin like a general anesthetic. Potency, µM (doses to about 77.5 µM), for inactives: top-dose activity change, negative = displacement, most hits filed as inhibitors. apoferritin/1-aminoanthracene competitive binding, fluorescence. P02791. actives 0.074% (n = 350,000); note: % is set by controls: 0 for no effect and ±100 for the full control effect; nearly all actives have a fitted effect of over 20% in size
#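 Steps: apoferritin (10 uM) was premixed with half-saturated 1-AMA in PBS, compounds were pin-transferred, plates stood 10 min at room temperature, fluorescence was read at 380/535 nm, and curves were fitted with a Hill equation.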
# G9a block: inhibitors of human histone lysine methyltransferase G9a. actives 8.8% (n = 350,000). Potency, µM (top dose mostly 102 µM), without a hit: top-dose activity, negative = inhibition, hits mostly inhibitors. AID 504332. G9a H3K9 monomethylation, AlphaScreen, 2 h. Q96KQ7; note: % is set by controls: 0 for no effect and ±100 for the full control effect; nearly all actives have a fitted effect of over 75% in size
#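 Readings reflect AlphaScreen signal from monomethyl-H3K9 antibody detection. HMT at 20 nM; substrate b-H3K9 500 nM; cofactor SAM 20 uM; 2 h RT reaction; compounds tested as titrations in qHTS with 15 min preincubation.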
# POLB inh: inhibitors of human DNA polymerase beta. P06746. Pol beta primer extension/strand displacement, fluorescence kinetic. Potency, µM (highest dose often 114 µM), without a hit: at the highest dose activity change, negative = inhibition, hits mostly inhibitors. actives 1.3% (n = 340,000). AID 485314; note: % is set by controls: 0 for no effect and ±100 for the full control effect
#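 Curves were derived by four-parameter Hill fits of normalized qHTS data. The kinetic fluorescent primer-extension read was taken at 0 and 10 min after 50 nM substrate, following a 15 min room-temperature preincubation of 10 nM enzyme with compounds.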
# Pol iota inh: blocks human DNA polymerase iota activity | actives 1% (n = 390,000) | Potency, µM (titrated, usually from 115 µM), for inactives: at the highest dose activity, negative = inhibition, most hits filed as inhibitors | Pol iota fluorescent replication assay, 10 min | Q9UNA4
#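 Fluorescent replication assay read twice, at 0 min and 10 min after adding 50 nM (final) substrate. Enzyme (10 nM) and compounds were first incubated 15 min at room temperature; enzyme-free buffer wells were negative controls.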
# BAZ2B block: inhibitors of human BAZ2B bromodomain; AlphaScreen BAZ2B-H3K14Ac peptide displacement; Potency, µM (doses to about 114 µM), for inactives: at the highest dose activity change, negative = inhibition, hits mostly inhibitors; actives 4.4% (n = 360,000); AID 504333; note: % is set by controls: 0 for no effect and ±100 for the full control effect; nearly all actives have a fitted effect of over 60% in size
#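 Complex of BAZ2B and biotin-H3K14Ac (50 nM apiece) forms over 30 min at RT, then faces library compounds up to 110 uM for another 30 min; AlphaScreen beads added, 20 min dark incubation, luminescence read.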
# Pol eta inh: blocks human DNA polymerase eta activity; Q9Y253; recombinant Pol eta, fluorescent DNA replication assay; Potency, µM (highest dose often 114 µM), for the others: at the highest dose activity change, negative = inhibition, hits mostly inhibitors; actives 1.2% (n = 390,000); note: % is set by controls: 0 for no effect and ±100 for the full control effect
# Target sequence (Q9Y253 whole entry, looked up): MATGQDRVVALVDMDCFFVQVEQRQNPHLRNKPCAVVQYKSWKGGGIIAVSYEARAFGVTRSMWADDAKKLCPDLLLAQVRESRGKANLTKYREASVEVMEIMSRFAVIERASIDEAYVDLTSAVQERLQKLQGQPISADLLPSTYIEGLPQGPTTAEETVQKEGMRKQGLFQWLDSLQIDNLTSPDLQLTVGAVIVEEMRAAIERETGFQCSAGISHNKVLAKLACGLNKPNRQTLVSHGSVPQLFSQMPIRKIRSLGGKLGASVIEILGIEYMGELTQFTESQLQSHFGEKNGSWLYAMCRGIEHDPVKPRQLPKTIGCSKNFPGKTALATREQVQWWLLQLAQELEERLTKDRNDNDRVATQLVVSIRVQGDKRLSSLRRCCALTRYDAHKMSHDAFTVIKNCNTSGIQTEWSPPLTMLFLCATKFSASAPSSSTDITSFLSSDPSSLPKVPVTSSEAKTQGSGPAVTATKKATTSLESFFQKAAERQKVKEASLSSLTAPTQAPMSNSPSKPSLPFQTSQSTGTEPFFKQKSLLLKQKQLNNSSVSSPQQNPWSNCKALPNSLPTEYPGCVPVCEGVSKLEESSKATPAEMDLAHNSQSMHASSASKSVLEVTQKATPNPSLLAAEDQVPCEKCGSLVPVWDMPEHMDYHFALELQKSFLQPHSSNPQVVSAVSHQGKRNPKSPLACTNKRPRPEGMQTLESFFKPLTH
#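 Pol eta (10 nM) was preincubated with compounds for 15 min at room temperature, after which fluorescent replication substrate (50 nM final) was added to start the reaction. Fluorescence was read kinetically at 0 and 10 min.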
# BLM helicase inh: blocks DNA unwinding by human BLM helicase; P54132; recombinant BLM DNA unwinding, fluorescence dequenching; Potency, µM (top dose mostly 56.1 µM), without a hit: at the top dose activity change, negative = inhibition, hits mostly inhibitors; actives 0.2% (n = 350,000); AID 2528;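 note: plate controls were vehicle for no effect and no enzyme for full effect; nearly all actives have a fitted effect of over 35% in size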
# APEX1 inh: blocks human APE1 abasic DNA cleavage; recombinant APE1, TAMRA/BHQ-2 abasic DNA cleavage fluorescence; P27695; Potency, µM (highest dose often 65.8 µM), without a hit: top-dose activity change, negative = inhibition, hits mostly inhibitors; AID 2517; actives 0.35% (n = 350,000);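 note: plate controls were vehicle for no effect and reference inhibitor for full effect; nearly all actives have a fitted effect of over 55% in size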
# Target sequence (P27695 whole entry, looked up): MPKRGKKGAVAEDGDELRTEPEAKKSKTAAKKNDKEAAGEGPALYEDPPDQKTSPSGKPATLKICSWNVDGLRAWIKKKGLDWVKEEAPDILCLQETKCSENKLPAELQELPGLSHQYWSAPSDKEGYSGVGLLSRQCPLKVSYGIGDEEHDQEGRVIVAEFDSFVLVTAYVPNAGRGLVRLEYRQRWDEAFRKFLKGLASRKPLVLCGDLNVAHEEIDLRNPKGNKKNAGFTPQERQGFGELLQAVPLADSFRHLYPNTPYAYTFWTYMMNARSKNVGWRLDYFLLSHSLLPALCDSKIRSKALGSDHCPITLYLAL
#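 Enzyme (0.75 nM final) and test compound are incubated 15 min at room temperature before adding 50 nM quenched THF abasic-site duplex. Cleavage dequenches TAMRA, followed at 525/598 nm over three reads one minute apart.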
# POLK inh: inhibitors of human DNA polymerase kappa; Q9UBT6; purified Pol kappa, fluorescent DNA synthesis assay, 10 min; Potency, µM (series often up to 107 µM), without a hit: at the top dose activity, negative = inhibition, hits mostly inhibitors; actives 0.53% (n = 400,000); AID 588579; note: % is set by controls: 0 for no effect and ±100 for the full control effect
#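 Fluorescent qHTS in 1536-well format: enzyme (10 nM) and compound sat 15 min at room temperature before 50 nM substrate (final) was added. Signal taken at 0 and 10 min; no-enzyme buffer wells were negative controls.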
# Numbers without * were called inactive; u = inconclusive; x = no result given; & = joins results of further samples; [ ] = another dose, or the depositor's remark. Calls come from the whole dose curve; as a rule, active = well fitted curve in the direction sought with a large enough effect; inconclusive = small, poorly fitted or top-dose-only effect, or another doubt; inactive = no such curve, though single readings can be large; an effect the other way counts as inactive or inconclusive. Potency is the fitted concentration of half-maximal effect. An excerpt (hit frequency here may not be typical).
1. Cc1cc(C)cc(N2C(=O)CC(c3ccc(C(F)(F)F)cc3)C3=C2COC3=O)c1 (stereo unspecified)
2. CC(=O)c1ccc(NC(=O)C(C)Sc2nnc(C3CC3)n2C2CC2)cc1 (stereo unspecified)
3. O=C(NCCc1nc2ccccc2[nH]1)/C(=C/c1ccco1)NC(=O)c1ccc(Br)cc1
4. CCOc1cccc(CNCCNC(=O)c2nonc2N)c1
5. COC(=O)c1onc(-c2ccccc2)c1C(=O)OC
6. CCOc1ccccc1NC(=O)c1nnn(CC(=O)Nc2ccc(OC)c(OC)c2)c1N
7. Cc1sc2ncnc(SCC(=O)N3CCCCC3)c2c1C
8. NSc1nc(N)c2nc(-c3ccccc3)c(-c3ccccc3)nc2n1
assay / compound,1,2,3,4,5,6,7,8
APEX1 inh,x,12%,-1%,1%,0%,x,73%,2%
POLK inh,-16%,-9%,0%,-27%&1%,-3%,-22%,0%,-28%
BAZ2B block,-19%,-4%,-21%,-4%&5%,3%,10%[57.1 µM],3%,-24%
Anesthetic bind,-3%,x,-21%,-2%&-7%,-14%,0%,1%,3%
POLB inh,-5%,x,-18%,-17%&22%,2%,-1%,-10%,-30%
Pol eta inh,-9%,-1%,-18%,-4%&6%,-13%,-10%,-10%,5%
G9a block,-7%[59 µM],14%[12.7 µM],71µM*,7%[59 µM],2%,1%[59 µM],18%,6.3µM*
Pol iota inh,8%,22%,-4%,-25%,16%,u,20%,18%
BLM helicase inh,-2%,x,0%,0%&3%,1%,-12%,-2%,0%

9. CS(=O)(=O)N1CCC[C@@]2(CCN(C(=O)Nc3ccccc3)C2)C1
10. O=C(NCCCN1CCOCC1)c1cc(C(=O)C2CCCCC2)c[nH]1
11. O=C(c1csnn1)N1CCC[C@@]2(CCN(Cc3cc(C(F)(F)F)cc(C(F)(F)F)c3)C2)C1
12. Cc1ccc(NC(=O)/C(=C/c2cccc([N+](=O)[O-])c2)NC(=O)C2CCCCC2)cc1
13. COC(=O)c1ccc(C(=O)OC)c(NC(=O)Nc2ccc3c(c2)OCO3)c1
14. CN1CCN(C(=O)C2CC(c3c(F)cccc3Cl)=NO2)CC1 (stereo unspecified)
15. COc1ccc(/C=N/NC(=O)c2ccccc2OC)cc1COc1ccc(C)cc1
16. O=C(CN1C(=O)NC(c2ccccc2)(c2ccccc2)C1=O)N1CCN(c2ccc(F)cc2)CC1
assay / compound,9,10,11,12,13,14,15,16
APEX1 inh,6%,-1%,-1%,1%,-1%,-2%,6%,14%
POLK inh,-4%[60.1 µM],2%,-2%[60.1 µM],-1%,2%,-2%,-11%,2%
BAZ2B block,x,-9%,x,1%,12%,11%,-3%,-23%
Anesthetic bind,x,2%,x,-24%,3%,1%,-3%,x
POLB inh,x,-2%,x,0%,2%,-16%,10%,x
Pol eta inh,x,-14%,x,-13%,-10%,9%,-9%,-9%
G9a block,6%[12.7 µM],26%,-4%[12.7 µM],4%[59 µM],-24%[12.7 µM],16%[12.7 µM],x,3%[12.7 µM]
Pol iota inh,x,72%[activator],x,29%,-8%,20%,14%,-12%
BLM helicase inh,-5%,-9%,-1%,-3%,-2%,1%,-3%,x

17. CC(C)[C@H](NS(=O)(=O)c1ccccc1)C(=O)OCn1nnc2ccccc2c1=O
18. O=C(Nc1ccc(S(=O)(=O)N2CCCCC2)cc1)C1CCN(C(=O)c2ccco2)CC1
19. Cc1nc(N2CCN(C(=O)c3ccco3)CC2)c2oc3ccccc3c2n1
20. CC(=O)c1sc(-c2ccc(F)cc2)cc1NS(=O)(=O)c1ccccc1
21. CC(Oc1ccc(F)cc1)C(=O)Oc1ccc(N(C)S(=O)(=O)c2ccccc2)cc1 (stereo unspecified)
22. O=C(COC(=O)CCS(=O)(=O)c1ccccc1)Nc1cc(S(=O)(=O)N2CCCCC2)ccc1Cl
23. Cc1ccn2cc(CNC(=O)c3cccs3)nc2c1
24. O=C(CSc1nncc2ccccc12)N1CCOCC1
assay / compound,17,18,19,20,21,22,23,24
APEX1 inh,19%,-11%,0%,-2%,-17%,22%,-5%,4%
POLK inh,7%,-8%,-2%,12%,-3%,-5%,10%,8%
BAZ2B block,7%,u,x,-10%,2%,10%,1%,3%
Anesthetic bind,-22%,-14%,-21%,-6%,x,x,-2%,-7%
POLB inh,18%,-3%,5%,1%,x,x,6%,-1%
Pol eta inh,-12%,-9%,0%,-7%,-3%,-13%,1%,-6%
G9a block,0%[59 µM],-2%,u,-4%[59 µM],u,-38%[59 µM],-4%[59 µM],-17%[59 µM]
Pol iota inh,-12%,48%[activator],u,-6%,16%,-12%,31%[activator],12%
BLM helicase inh,-2%,-2%,-4%,-6%,x,x,1%,2%

25. CCOc1ccc(N(CC(=O)Nc2ccc(C)cc2)S(=O)(=O)c2c(C)noc2C)cc1
26. COc1ccc(-c2[nH]nc3c2C(c2ccccc2OC(=O)N2CCOCC2)C(C#N)=C(N)O3)cc1 (stereo unspecified)
27. Cc1cc(=O)oc2cc(OCC(=O)OCC(=O)NC(=O)NC(C)C)ccc12
28. c1cc(-c2nc3cc(Cc4ccc5oc(-c6ccncc6)nc5c4)ccc3o2)ccn1
29. CN(C)c1ccc(/C=C(/NC(=O)c2ccccc2)C(=O)N/N=C/c2ccc([N+](=O)[O-])c(O)c2)cc1
30. Cc1c(N(C)S(=O)(=O)c2cccc(C(=O)NCC3CCCO3)c2)c(=O)n(-c2ccccc2)n1C (stereo unspecified)
31. O=C1Cc2cc(S(=O)(=O)N3CCNCC3)ccc2N1
32. S=C1NCN(Cc2ccccc2)CN1
assay / compound,25,26,27,28,29,30,31,32
APEX1 inh,-11%,4%,-2%,24%,3%,20%,40%[activator],9%
POLK inh,2%,-10%,0%,x,u,-13%,-1%,-17%
BAZ2B block,12%,0%,-3%,-1%,18µM*,20%,x,24%
Anesthetic bind,34%[activator],-11%,-23%,5%,-9%,x,x,-2%
POLB inh,6%,-24%,12%,36%,-2%,x,x,10%
Pol eta inh,-20%,-11%,-2%,x,u,-1%,u,0%
G9a block,1%,u,5%,3%[12.7 µM],u,-8%[0.501 µM],x,u
Pol iota inh,29%,-18%[58.9 µM],-12%,x,u,16%,32µM*,-8%
BLM helicase inh,-2%,2%,0%,-2%,-16%,x,x,-3%

# An excerpt from above in order of SMILES length, low to high:
32. S=C1NCN(Cc2ccccc2)CN1
23. Cc1ccn2cc(CNC(=O)c3cccs3)nc2c1
13. COC(=O)c1ccc(C(=O)OC)c(NC(=O)Nc2ccc3c(c2)OCO3)c1
1. Cc1cc(C)cc(N2C(=O)CC(c3ccc(C(F)(F)F)cc3)C3=C2COC3=O)c1 (stereo unspecified)
22. O=C(COC(=O)CCS(=O)(=O)c1ccccc1)Nc1cc(S(=O)(=O)N2CCCCC2)ccc1Cl
29. CN(C)c1ccc(/C=C(/NC(=O)c2ccccc2)C(=O)N/N=C/c2ccc([N+](=O)[O-])c(O)c2)cc1
assay / compound,32,23,13,1,22,29
APEX1 inh,9%,-5%,-1%,x,22%,3%
POLK inh,-17%,10%,2%,-16%,-5%,u
BAZ2B block,24%,1%,12%,-19%,10%,18µM*
Anesthetic bind,-2%,-2%,3%,-3%,x,-9%
POLB inh,10%,6%,2%,-5%,x,-2%
Pol eta inh,0%,1%,-10%,-9%,-13%,u
G9a block,u,-4%[59 µM],-24%[12.7 µM],-7%[59 µM],-38%[59 µM],u
Pol iota inh,-8%,31%[activator],-8%,8%,-12%,u
BLM helicase inh,-3%,1%,-2%,-2%,x,-16%

# Other results follow:
33. CC1=CC(C)(C)N(C(=O)Nc2ccccc2)c2ccccc21
34. CCc1ccc(-n2cc(-c3ccc(F)cc3)[n+]3c2SCCC3)cc1
35. C=CCOC(=O)/C(=C\c1cccc2ccccc12)NC(=O)c1ccccc1
36. CCCC(c1nnnn1Cc1ccc(F)cc1)N1CCN(C)CC1 (stereo unspecified)
37. Cc1nn2c(-c3ccncc3)nnc2c2ccccc12
38. COc1ccc2c(c1)N1CCN=C1N2C
39. Cc1cc(NC(=O)CO/N=C/c2ccc3c(c2)OCO3)ccc1Br
40. CC(C)[C@H](NC(=O)OCc1ccccc1)C(=O)OCC(=O)N1CCN(c2ccccc2)CC1
assay / compound,33,34,35,36,37,38,39,40
APEX1 inh,-1%,19%,-5%,4%,-6%,-2%,1%,7%
POLK inh,8%,-6%,-1%,3%,0%,-3%,-6%,-10%
BAZ2B block,-32%,0%,2%[57.1 µM],-37%,6%,7%,-12%,2%
Anesthetic bind,-8%,-6%,u,-8%,-5%,-7%,-10%,x
POLB inh,2%,-5%,7%,17%,1%,-1%,33%,x
Pol eta inh,-15%,-11%,-5%,-9%,-13%,-13%,-7%,-22%
G9a block,u,-7%,36%,u,-14%[59 µM],-10%[59 µM],7%[59 µM],u
Pol iota inh,21%,u,-1%,0%,8%,10%,44%[activator],28%
BLM helicase inh,2%,6%,-9%,2%,5%,4%,-11%,x

# With a hit mark in Pol iota inh, of those listed so far:
item | Compound | APEX1 inh | POLK inh | BAZ2B block | Anesthetic bind | Pol eta inh | G9a block | Pol iota inh | BLM helicase inh
31 | O=C1Cc2cc(S(=O)(=O)N3CCNCC3)ccc2N1 | 40%[activator] | -1% | x | x | u | x | 32µM* | x

# Carrying on:
41. N#Cc1ccccc1OCC(=O)NCC1(N2CCCCC2)CCCCC1
42. O=C(O)CCCNC(=O)OCc1ccccc1
43. COc1ccc(CC(NC(C)=O)C(=O)NC2CCN(S(=O)(=O)c3ccc(NC(C)=O)cc3)CC2)c(OC)c1 (stereo unspecified)
44. O=C(OCn1nnc2ccccc2c1=O)c1cc(-c2ccccc2)nc2ccccc12
assay / compound,41,42,43,44
APEX1 inh,-5%,-2%,3%,-1%
POLK inh,-6%,-3%,2%,-14%
BAZ2B block,-2%,3%,-1%,2%
Anesthetic bind,-10%,-7%,-4%,-4%
POLB inh,-25%,7%,65%,5%
Pol eta inh,3%,-13%,-3%,-7%
G9a block,-9%,24%[2.33 µM],8%,9%[59 µM]
Pol iota inh,18%,2%,24%,17%
BLM helicase inh,2%,3%,1%,3%
